High-throughput results: PubChem BioAssay, National Center for Advancing Translational Sciences (NCATS)
NPSR antag – qHTS Assay for Antagonists of the Neuropeptide S Receptor: cAMP Signal Transduction | Q6W5P4 | CHO-NPSR cells, cAMP TR-FRET, antagonist mode | Potency, µM (titrated, usually from 38.3 µM), inactives show top-dose activity change, negative = inhibition, actives largely listed as inhibitors | 220,000 tested, 1% active | AID 1461, 2008; further: potency means the concentration at half of the fitted maximal effect; on the % scale 0 is the no-effect control and ±100 the full control effect; nearly all actives have a fitted effect of over 50% in size; many of its hits are not listed in these tables
Tau fluor counter – Counterscreen qHTS for Inhibitors of Tau Fibril Formation, Fluorescence Polarization; tau K18 P301L Alexa594 fluorescence, heparin fibrillization; Potency, µM (highest dose often 57.7 µM), without a hit: at the top dose activity change, negative = decrease; 280,000 tested, 0.93% active; AID 1463, 2008; further: potency means the concentration at half of the fitted maximal effect; on the % scale 0 is the no-effect control and ±100 the full control effect; nearly all actives have a fitted effect of over 55% in size
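Human K18 P301L tau (15 uM unlabeled plus 0.24 uM Alexa 594-labeled, final) in 100 mM sodium acetate pH 7 was mixed with compound and 20 uM heparin and incubated 6 hr at 37 C.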
Tau fibril FP – qHTS for Inhibitors of Tau Fibril Formation, Fluorescence Polarization; 280,000 tested, 0.39% active; Potency, µM (highest dose often 57.7 µM), for inactives: top-dose activity, negative = inhibition, most hits filed as inhibitors; K18 P301L tau heparin fibrillization, Alexa594 FP, 6 h; Microtubule-associated protein tau (Homo sapiens), P10636; further: potency means the concentration at half of the fitted maximal effect; on the % scale 0 is the no-effect control and ±100 the full control effect; nearly all actives have a fitted effect of over 55% in size
Target sequence (P10636 561-689 P618L limits assumed): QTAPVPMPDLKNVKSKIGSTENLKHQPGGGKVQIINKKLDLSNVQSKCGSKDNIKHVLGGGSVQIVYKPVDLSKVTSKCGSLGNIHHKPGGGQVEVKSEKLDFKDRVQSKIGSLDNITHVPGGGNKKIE
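Heparin (20 uM) drove fibril formation of recombinant tau K18 P301L, 15 uM unlabeled with 0.24 uM Alexa 594 label, for 6 hr at 37 C in 100 mM sodium acetate pH 7. Fluorescence polarization (555/632 nm) read 1 hr after 30 uM ThT.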
aGal spleen mod – qHTS Assay for Inhibitors and Activators of Human alpha-Galactosidase From Spleen Homogenate; human spleen homogenate, 4MU-alpha-Gal fluorescence, 40 min; AID 2107, 2009; 240,000 tested, 0.008% active; Alpha-galactosidase A (Homo sapiens), P06280; Potency, µM (doses to about 80 µM), for inactives: top-dose activity change, negative = inhibition, usual class: inhibitors;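 further: potency means the concentration at half of the fitted maximal effect; 0% = enzyme with vehicle and -100% = no enzyme basal signal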
Target sequence (P06280 32-429 limits assumed): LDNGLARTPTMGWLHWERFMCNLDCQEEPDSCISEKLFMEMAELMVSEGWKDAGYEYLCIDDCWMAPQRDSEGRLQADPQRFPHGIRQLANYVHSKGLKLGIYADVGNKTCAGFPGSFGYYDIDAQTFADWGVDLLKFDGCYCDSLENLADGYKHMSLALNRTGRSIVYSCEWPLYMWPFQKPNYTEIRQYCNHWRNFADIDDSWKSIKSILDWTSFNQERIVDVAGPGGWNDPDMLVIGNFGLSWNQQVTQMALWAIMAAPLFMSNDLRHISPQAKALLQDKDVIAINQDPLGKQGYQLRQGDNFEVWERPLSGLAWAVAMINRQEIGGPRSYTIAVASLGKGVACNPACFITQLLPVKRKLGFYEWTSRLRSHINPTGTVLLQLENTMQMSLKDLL
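qHTS titration in buffer at pH 5.0. Alpha-galactosidase activity in spleen homogenate was measured via 4-methylumbelliferone release from 1 mM fluorogenic substrate after 40 min at 37C and a pH 10 stop. AC50 came from Hill fits of control-normalized data.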
Epigenetic reg – Quantitative High-Throughput Screen for Regulators of Epigenetic Control; murine LDR cells, GFP reporter derepression, 30 h; Potency, µM (highest dose often 53.9 µM), for inactives: top-dose GFP activation, actives largely listed as activators; 280,000 tested, 0.2% active; further: potency means the concentration at half of the fitted maximal effect; % of control where 0% means no effect; nearly all actives have a fitted effect of over 60% in size
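In this reporter-derepression format, murine cells bearing a silenced integrated CMV-GFP locus incubate with test compound (30 h, 37 C), then are washed and imaged; fluorescent objects of 20–120 um count as induced cells.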
TexasRed fluor – Total Fluorescence Counterscreen for Inhibitors of the Interaction of Thyroid Hormone Receptor and Steroid Receptor Coregulator 2; TRb/SRC2 Texas Red total fluorescence interference; Potency, µM (doses to about 106 µM), without a hit: top-dose fluorescence change, negative = quenching; 280,000 tested, 0.29% active; active means well fitted curve in either direction with a large enough effect; inconclusive means small, poorly fitted or top-dose-only effect; further: potency means the concentration at half of the fitted maximal effect; on the % scale 0 is the no-effect control and ±100 the full control effect
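Human TRβ ligand-binding domain (0.6 uM) and Texas Red SRC2 peptide (20 nM) in Tris buffer with 1 uM T3 and 5% DMSO were incubated with pinned compound for 5 hr at ambient temperature. Total fluorescence was computed as S + 2P (555/632 nm).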
TRb SRC2 PPI – qHTS for Inhibitors of the Interaction of Thyroid Hormone Receptor and Steroid Receptor Coregulator 2. Thyroid hormone receptor beta (Homo sapiens), P10828. TRbeta-SRC2 peptide binding, fluorescence polarization; receptor liganded with 1 µM T3. Potency, µM (highest dose often 106 µM), for the others: at the highest dose activity change, negative = inhibition, actives largely listed as inhibitors. 280,000 tested, 0.065% active;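 further: potency means the concentration at half of the fitted maximal effect; plate controls were bound peptide for no effect and peptide without receptor for full effect; nearly all actives have a fitted effect of over 50% in size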
Target sequence (P10828 whole entry, looked up): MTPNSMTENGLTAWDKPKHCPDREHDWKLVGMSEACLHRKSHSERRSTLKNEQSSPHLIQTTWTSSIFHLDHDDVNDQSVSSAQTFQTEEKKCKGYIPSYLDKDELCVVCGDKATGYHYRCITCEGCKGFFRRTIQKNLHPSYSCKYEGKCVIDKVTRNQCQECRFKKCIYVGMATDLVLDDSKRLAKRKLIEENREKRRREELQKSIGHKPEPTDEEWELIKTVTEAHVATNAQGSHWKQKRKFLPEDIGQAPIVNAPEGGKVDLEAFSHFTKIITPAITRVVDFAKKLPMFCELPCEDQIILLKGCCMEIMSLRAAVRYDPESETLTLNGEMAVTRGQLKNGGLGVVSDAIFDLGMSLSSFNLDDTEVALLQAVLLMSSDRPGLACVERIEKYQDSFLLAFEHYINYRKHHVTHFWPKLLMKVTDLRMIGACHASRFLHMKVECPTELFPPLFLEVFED
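TRb LBD 0.6 uM + Texas Red SRC2 peptide 20 nM, 1 uM T3, Tris buffer w/ 5% DMSO; compound pinned, 5 h RT; FP read ex 555/em 632; normalized to unbound and bound controls.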
CBFb-RUNX1 inh – qHTS Assay for Compounds Blocking the Interaction Between CBF-beta and RUNX1 for the Treatment of Acute Myeloid Leukemia; Runt-related transcription factor 1 (Homo sapiens) + Core-binding factor subunit beta …; AlphaScreen CBFb-His/RUNX1-biotin binding, biochemical; Potency, µM (highest dose often 59.8 µM), inactives show at the highest dose activity, negative = inhibition, actives largely listed as inhibitors; 230,000 tested, under 10 active; further: % of control where 0% means no effect
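AlphaScreen proximity signal reports loss of binding between His-tagged CBF-beta and biotin-labelled RUNX1, each at 30 nM. Proteins are pre-associated for 20 minutes, compounds added for 15 minutes, then beads for 90 minutes, all at ambient temperature.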
Numbers without * were called inactive; u = inconclusive; x = no result given; & = joins results of further samples; [ ] = another dose, or the depositor's remark. Unless noted, the call rests on the fitted dose curve; in most records, active means well fitted curve in the direction sought with a large enough effect; inconclusive means small, poorly fitted or top-dose-only effect, or another doubt; inactive means no such curve, though single readings can be large; an effect the other way counts as inactive or inconclusive.

| canonical_smiles | NPSR antag | Tau fluor counter | Tau fibril FP | aGal spleen mod | Epigenetic reg | TexasRed fluor | TRb SRC2 PPI | CBFb-RUNX1 inh |
| --- | --- | --- | --- | --- | --- | --- | --- | --- |
| Cc1ccccc1-n1c(C)nnc1SCc1nc2ccccc2s1 | -4%[46.1 µM] | -2% | 0% | 7% | -1.1% | 0% | -1% | -2% |
| CCOc1ccccc1NC(=O)CN1C(=O)COc2ccc(Cl)cc21 | u | -12% | -3% | 5% | -0.2% | -1% | 3% | 0% |
| Cc1c(OCC(=O)N(C)C)ccc2c3c(c(=O)oc12)CCCCC3 | -6% | 1% | -10% | 4% | -0.1% | -1% | -8% | 0% |
| COc1ccc(-c2ccnc3nc(N4CCN(c5ccccc5)CC4)nn23)cc1 | -12%[46.1 µM] | u | 8% | -2% | -0.9% | 2% | -20% | 21% |
| Cc1cccc(OC(=O)CSc2nnc(CNC(=O)c3ccccc3)o2)c1C | x | 3% | 6% | x | -1.9% | -2% | 3% | x |
| Cc1cccc(N(C(=O)CNC(=O)c2ccco2)C(C(=O)NC2CCCC2)c2cccnc2)c1 (stereo not given) | -15%[46.1 µM] | -8% | -1% | -8% | -1.1% | -2% | -9% | 1% |
| CCOC(=O)c1c(NC(=O)c2cc(-c3ccc(Br)cc3)on2)sc(C)c1C | x | -13% | -6% | x | -2.4% | u | -8% | x |
| Cc1nc(C)n(CC(=O)c2ccc(Cl)cc2Cl)n1 | 17% | 3% | 10% | 12% | 1.6% | 0% | 0% | 7% |
| CCOC(=O)C1CCN(C(=O)CNC(=O)OC(C)(C)C)CC1 | -8%[46.1 µM] | 5% | 9% | 2% | -1.0% | 4% | 6% | 1% |
| O=C(c1ccc([N+](=O)[O-])c(CS(=O)(=O)c2ccc(Cl)cc2)c1)N1CCCCC1 | -2% | -6% | 3% | -7% | -0.2% | -8% | 2% | -8% |
| CCN(CC)S(=O)(=O)c1cccc(-c2nnc(C(=O)c3ccc(C(F)(F)F)cc3)o2)c1 | -18%[46.1 µM] | -18% | 3% | 8% | -1.7% | 8% | -11% | -5% |
| O=C(O)c1cc(NC(=S)NC(=O)C(c2ccccc2)c2ccccc2)ccc1Cl | 13% | 19% | -2% | -18% | 3.5% | -2% | 5% | 0% |
| CCOc1cccc(OCCOCCNC(C)(C)C)c1 | 18% | 7% | 0% | 2% | -1.8% | -1% | -1% | -1% |
| Cc1ccc(-n2c(SCC(=O)Nc3cccc(C)c3)nc3c(oc4ccccc43)c2=O)cc1 | -43% | -13%&-4% | -12%&-7% | 0% | 0.0%&1.0% | 4%&0% | -8%&-4% | 4% |
| CS(=O)(=O)Nc1ccc(C(=O)N2CCN(c3ccccc3F)CC2)cc1 | -14%[46.1 µM] | -2% | 6% | -4% | -0.7% | 0% | 0% | -2% |
| O=C(CSc1nnc2ccccn12)NCCc1ccc(F)cc1 | 13% | -7% | 2% | 11% | 1.1% | -6% | 6% | 1% |
| Cc1ccccc1OCC(=O)Nc1nnc(SCc2cc(=O)n3cccc(C)c3n2)s1 | x | -6% | -3% | x | -1.2% | 0% | 3% | x |
| O=C(NS(=O)(=O)c1ccccc1Cl)c1ccc[nH]1 | 1% | 6% | 8% | -1% | -5.6% | -3% | -2% | -14% |
| O=C(Cn1cnc2ccccc2c1=O)NCc1cccs1 | 0% | 3% | 0% | 1% | -0.8% | 0% | -3% | 23% |
| COc1ccccc1OCCCn1c(=O)oc2ccccc21 | -6%[46.1 µM] | 3% | 2% | -21% | -1.1% | 0% | -5% | 7% |
| Cc1c(C(=O)c2no[n+]([O-])c2C(=O)c2cnn(C)c2C)cnn1C | -30%[46.1 µM] | -19% | u | -1% | -8.7% | 0% | -4% | 3% |
| Cc1ccc(-n2nc(C)c(=O)c(-c3ccccc3)c2NC(=O)C(C)C)cc1 | 8% | -18% | -6% | -3% | -1.1% | 1% | -3% | 4% |
| CCN(C(=O)CN1CCN(c2ccc(OC)cc2)CC1)c1c(N)n(Cc2ccccc2)c(=O)[nH]c1=O | -4%[46.1 µM] | -13% | -8% | 10% | 0.9% | -3% | 5% | 2% |
| COCCCNC(=O)c1ccc(-c2nc(CS(=O)(=O)c3ccc(C)cc3)c(C)o2)cc1 | x | 0% | -2% | x | 6.7% | -3% | -5% | x |
| COc1ccc(NC2c3ccccc3C(=O)N2Cc2ccc3c(c2)OCO3)cc1 (stereo not given) | -25% | u | 0% | -3% | -1.0% | 0% | -11% | -21% |
| CCc1ccc2nc(NC(=O)Cn3cnc4ccccc4c3=O)sc2c1 | 5% | -5% | -5% | -8% | -0.1% | -4% | 4% | 5% |
| CC(C)NS(=O)(=O)c1ccc(OCC(N)=O)c(Cl)c1 | -4%[46.1 µM] | 5% | 4% | -8% | -1.0% | 1% | 13% | 0% |
| CCCC[C@@H](C)/C=C(C)/C=C(\C)C(=O)NC1=C[C@@](O)(/C=C/C=C/C=C/C(=O)NC2=C(O)CCC2=O)[C@@H]2O[C@@H]2C1=O | x | x | x | 1% | x | -7% | -15% | -27% |
| CCc1cccc(C)c1Nc1c(-c2cccs2)nc2ncccn12 | x | u | 0% | x | 2.0% | -1% | -1% | x |
| S=C(Nc1ccc(Oc2ccccc2)cc1)NC1CCCC1 | -3%[46.1 µM] | u | 13% | -19% | 0.0% | 2% | 4% | -6% |
| CN(C)C(=O)CSc1nc2ccc(N3C(=O)c4ccccc4C3=O)cc2s1 | -16% | -13% | -6% | 4% | 0.2% | -3% | -3% | 5% |
| COc1cc(-c2nnc(CSc3nnc(Nc4ccc(Oc5ccccc5)cc4)s3)o2)cc(OC)c1OC | 10% | u | u | 2% | u | 0% | -10% | 8% |
| CCCCC#Cc1cncc(C(=O)N/N=C/c2ccccc2)c1 | 12%[7.67 µM] | u | u | 9% | -0.3% | 0% | 1% | 7% |
| COn1c(C)c(C(C)=O)c2c3no[n+]([O-])c3ccc21 | -9%[46.1 µM] | -4% | -7% | -1% | 0.8% | -3% | 3% | 6% |
| COc1ccc(-c2nnc(SCC(=O)Nc3sc4c(c3C#N)CCC4)n2CC2CCCO2)cc1 (stereo not given) | -20%[46.1 µM] | -6% | 4% | 3% | 0.0% | 0% | -4% | -10% |
| CC(NC(=O)COC(=O)c1ccccc1Nc1ccccc1)c1ccccc1 (stereo not given) | -53% | u | -1% | -1% | 0.0% | -1% | 4% | 6% |
| COc1ccc(Br)cc1CNC(=O)CCN1C(=O)COc2ccccc21 | -11%[46.1 µM] | -1% | 11% | -5% | -1.1% | 0% | -3% | 6% |
| CS(=O)(=O)N(CC(=O)NC1CCCC1)Cc1ccc(Cl)cc1 | -9%[46.1 µM] | -13% | -11% | 7% | 0.8% | 2% | -12% | 2% |
| Cc1cccc(C)c1NC(=O)C1C2C=CC(C2)C1C(=O)NCc1ccccn1 (stereo not given) | 7%[46.1 µM] | -4% | 0% | -2% | 0.7% | 0% | -18% | 2% |
| CCOC(=O)C1C(=O)C=C(c2cccc(NS(C)(=O)=O)c2)CC1c1ccco1 (stereo not given) | -18%[46.1 µM] | -17% | -5% | 7% | -1.2% | 1% | 9% | 7% |
| CCc1ccc(CNC(=O)c2cc(=O)[nH]c3ccc(S(=O)(=O)N4CCCCC4)cc23)cc1 | x | 6% | -2% | x | 1.2% | -1% | -6% | x |
| CCc1ccc(N2C(=O)CC(c3cc(OC)ccc3OC)C3=C2COC3=O)cc1 (stereo not given) | x | -19% | 3% | x | -1.1% | 2% | 4% | x |
| CC1CCC2(CC1)NC(=O)N(CC(=O)Nc1cccc(S(=O)(=O)N3CCOCC3)c1)C2=O (stereo not given) | -16% | -13% | -15% | -7% | 2.1% | -8% | 1% | -2% |
| CCOC(=O)c1cc(-c2ccccc2)n(CC(=O)N(C)c2ccc(OC)cc2)c1C | x | -7% | -3% | x | 0.0% | 1% | -7% | x |
| Cn1cc(CNCc2cnc3ccccn23)c(-c2ccc(Oc3ccccc3)cc2)n1 | 14% | -14% | 0% | -6% | 0.0% | -1% | -2% | -5% |
| CCCS(=O)(=O)N1CCC(C(=O)NCCC(C)C)CC1 | 18% | -3% | 1% | 2% | 2.4% | -1% | 5% | -2% |
| Cc1cc(=O)oc2cc(Oc3ncccc3[N+](=O)[O-])ccc12 | 3% | -15% | 4% | 18% | -0.5% | -1% | 3% | 1% |
| COc1ccc2c(c1)[nH]c1c(=O)n(/N=C/c3ccc(OC)c(CN4CCCC4)c3)cnc12 | 2% | -11% | 5% | 12% | 1.6% | -3% | 4% | -20% |
| CCOC(=O)C1CCCN(c2nc3c(S(=O)(=O)c4ccc(C)c(C)c4)nnn3c3ccc(Cl)cc23)C1 (stereo not given) | x | -11% | -1% | x | 8.1% | 3% | -10% | x |
| Cc1c(-c2ccccc2)oc2c(C(=O)OCC(=O)Nc3ccc(F)cc3)cccc2c1=O | 5% | u | -7% | -3% | -3.2% | 2% | -5% | u |

2 entries picked at random from the list so far:
| canonical_smiles | NPSR antag | Tau fluor counter | Tau fibril FP | aGal spleen mod | Epigenetic reg | TexasRed fluor | TRb SRC2 PPI | CBFb-RUNX1 inh |
| --- | --- | --- | --- | --- | --- | --- | --- | --- |
| CCOC(=O)c1c(NC(=O)c2cc(-c3ccc(Br)cc3)on2)sc(C)c1C | x | -13% | -6% | x | -2.4% | u | -8% | x |
| CCCS(=O)(=O)N1CCC(C(=O)NCCC(C)C)CC1 | 18% | -3% | 1% | 2% | 2.4% | -1% | 5% | -2% |

Not all compounds are listed, so the mix of outcomes need not match the whole.
